# STK33 inh: blocks human STK33 kinase activity | hit rate 0.073% among 320,000 | AID 2661 | inhibition, % at 10 µM | purified STK33, MBP phosphorylation, ADP-Glo luminescence;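 active = inhibition at or above 25%, using the most active replicate where run in duplicate; inactive = inhibition below 25%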
# Target sequence (Q9BYT3 whole entry, looked up): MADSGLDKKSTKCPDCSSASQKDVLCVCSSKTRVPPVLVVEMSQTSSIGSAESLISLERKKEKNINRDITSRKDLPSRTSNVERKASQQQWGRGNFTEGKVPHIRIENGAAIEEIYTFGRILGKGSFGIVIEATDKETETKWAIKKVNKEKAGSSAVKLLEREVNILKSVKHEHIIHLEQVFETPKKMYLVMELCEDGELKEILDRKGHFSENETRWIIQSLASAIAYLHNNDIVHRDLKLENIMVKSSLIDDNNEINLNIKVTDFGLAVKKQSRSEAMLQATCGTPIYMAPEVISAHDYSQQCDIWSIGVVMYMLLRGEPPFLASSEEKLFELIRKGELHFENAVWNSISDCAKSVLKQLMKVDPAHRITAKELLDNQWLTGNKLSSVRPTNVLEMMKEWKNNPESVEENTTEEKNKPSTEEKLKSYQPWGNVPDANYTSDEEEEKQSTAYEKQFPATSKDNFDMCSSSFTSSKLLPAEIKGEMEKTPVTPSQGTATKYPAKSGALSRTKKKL
# Kir21 block: blocks the mouse Kir2.1 inward-rectifier potassium channel. hit rate 0.85% among 310,000. HEK293-Kir2.1, FluxOR thallium flux fluorescence; stronger effect = lower value. P35561. B-score at 10 µM. AID 1672;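 active = fluorescence ratio B-score at or below minus 3 SD of library scores, with starting-brightness B-score within 2 SD, cut at about -4.2 in these data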;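 note: channel flux triggered by added potassium and thallium sulfate stimulus; B-score of peak minus minimum fluorescence over baseline after thallium stimulus; more negative B-score means stronger Kir2.1 block with less thallium influx; some compounds called inactive have numbers as strong as hits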
# Target sequence (P35561 whole entry, looked up): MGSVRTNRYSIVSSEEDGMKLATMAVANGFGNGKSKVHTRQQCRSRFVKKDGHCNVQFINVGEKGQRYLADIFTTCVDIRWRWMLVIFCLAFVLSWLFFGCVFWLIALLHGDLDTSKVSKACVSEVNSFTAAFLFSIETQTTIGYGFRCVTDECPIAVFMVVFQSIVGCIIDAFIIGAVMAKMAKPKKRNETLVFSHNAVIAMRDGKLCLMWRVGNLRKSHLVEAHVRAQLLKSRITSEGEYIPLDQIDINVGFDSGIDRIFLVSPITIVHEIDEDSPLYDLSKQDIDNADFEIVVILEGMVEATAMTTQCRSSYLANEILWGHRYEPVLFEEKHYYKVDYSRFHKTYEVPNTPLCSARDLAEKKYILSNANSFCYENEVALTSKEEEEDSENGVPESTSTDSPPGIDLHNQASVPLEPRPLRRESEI
# Numbers without * were called inactive; . = not tested or not shown.
# Start of the data: the first 4 records (preview)
SMILES,STK33 inh,Kir21 block
O=C(NC1CCCCCC1)C1c2ccccc2C(=O)N1C1CC1 (stereo not given),-1.1,-0.68
CCn1c(SCC(=O)Nc2cc(C)c(Cl)cc2OC)nnc1-c1ccco1,-0.8,-2.02
CSc1ccccc1C(=O)NCCCOC(C)C,1.1,0.67
CCc1cc(=O)[nH]c(SCc2cccnc2)n1,-1.7,0.5

# Results, previewed entries included:
SMILES,STK33 inh,Kir21 block
O=C(NC1CCCCCC1)C1c2ccccc2C(=O)N1C1CC1 (stereo not given),-1.1,-0.68
CCn1c(SCC(=O)Nc2cc(C)c(Cl)cc2OC)nnc1-c1ccco1,-0.8,-2.02
CSc1ccccc1C(=O)NCCCOC(C)C,1.1,0.67
CCc1cc(=O)[nH]c(SCc2cccnc2)n1,-1.7,0.5
O=C(Nc1ccn(Cc2cccc3ccccc23)n1)c1cccnc1,0.9,-1.03
Nc1nnc(SCc2nnc(-c3ccccc3)o2)s1,-1.0,-0.05
O=C(CN1CCN(S(=O)(=O)c2ccc(Br)s2)CC1)N1CCCCC1,0.0,.
COc1cc2[nH]c(=O)n3nc(-c4ccccc4)nc3c2cc1OC,0.7,-0.84
O=C(OCC(=O)c1ccc[nH]1)C1=COCCO1,-0.9,.
CCCCOC(=O)C1CCC[C@@H](C)N1 (stereo not given in full),-0.4,1.07
COCCCNc1nc2nonc2nc1N1CCN(C2CCCC2)CC1,-1.6,0.79
CCC1(CC)NC(=O)N(CC(=O)NC(=O)NCc2ccccc2)C1=O,-0.6,-0.12
Cc1cc(C)n(C(=O)Cn2nc(C(F)F)cc2C)n1,1.2,-0.11
COCCCn1c(SCC(=O)Nc2ccc3c(c2)OCCO3)nnc1-c1ccoc1C,0.9,-2
Cn1c(=O)oc2cc(S(=O)(=O)CCC(=O)Nc3ccccc3)ccc21,0.1,-0.11
OC1CCCN(C(=S)NCc2ccccc2)C1 (stereo not given),-0.9,-0.33
CCN(CC(=O)NCc1ccc(Cl)cc1)C(=O)/C=C/c1cc(OC)c(OC)c(OC)c1,-1.0,-0.35
CC(=O)NC(CC(C)C)C(=O)NC(CO)C(=O)NC(CCC(=O)O)C(=O)NC(C)C(=O)NC(CC(C)C)C(N)=O (stereo not given),-0.7,-0.74
Nc1c(-c2ccccc2)nnn1Cc1ccccc1,-0.2,1.37
CCSc1nnc(C)n1-c1ccc(C(=O)O)cc1,-2.2,0.14
Cc1cccc(C)c1NC(=O)CN(C)C(=O)COc1cccc2c1OC(C)(C)C2,-0.6,-1.39
COc1ccc(-c2csc(NC(=O)COC(=O)C3=COCCO3)n2)cc1,0.0,-0.03
O=C(COc1ccc(Cl)cc1)N1CCN(c2ccc([N+](=O)[O-])c(N3CCOCC3)c2)CC1,-0.9,-2.33
O=C(O)c1cccc(-n2cnnn2)c1,-3.2,-0.08
O=C1C(Cl)=C(N2CCN(c3ccccc3[N+](=O)[O-])CC2)C(=O)c2ccccc21,1.4,-0.71
Cc1c(C(=O)NC2CC2)oc2ccc(S(=O)(=O)N3CCCCCC3)cc12,0.6,0.67
CC(C)OC(=O)c1c(NC(=O)c2cnn3c2NC(c2ccccc2)CC3C(F)F)sc2c1CCCC2 (stereo not given),-0.7,-0.1
CCCNC(=O)CN(c1cccc(F)c1)S(C)(=O)=O,-0.8,-1.92
COc1ccc(CCC(=O)Nc2ccc(S(=O)(=O)Nc3ncccn3)cc2)cc1,0.8,.
c1csc(-c2ncc3ccccn23)c1,-0.3,0.66
CCCNc1nc(C)cc(-c2cc(-c3ccccc3)on2)n1,-1.1,-0.37
COCc1ccccc1Cn1cnc2c1c(=O)n(C)c(=O)n2C,-0.1,0.43
O=C1c2ccccc2C(=O)N1CCc1csc(-c2cccc(F)c2)n1,-1.3,0.96
CCC(C(=O)N1CCOCC1)n1nc(C)n2c(cc3cc(C)ccc32)c1=O (stereo not given),-1.7,0.89
CCN(CC(=O)NCc1cccs1)S(=O)(=O)c1cc(NC(C)=O)ccc1OC,-0.3,.
COc1cc(/C=N/NC(=O)C(C)Nc2n[nH]c(=O)[nH]c2=O)cc(OC)c1O (stereo not given),.,-1.78

# Reformatted with values under each structure: 3 of the compounds above.
# Sequence of screens – STK33 inh | Kir21 block
> c1csc(-c2ncc3ccccn23)c1
→ -0.3 | 0.66
> CCCNc1nc(C)cc(-c2cc(-c3ccccc3)on2)n1
→ -1.1 | -0.37
> COCc1ccccc1Cn1cnc2c1c(=O)n(C)c(=O)n2C
→ -0.1 | 0.43

# Other results follow:
SMILES,STK33 inh,Kir21 block
COC(=O)c1cc(OC)c(OC)cc1NC(=O)Nc1cccc(C(C)=O)c1,0.7,0.8
Cn1cc(C(=O)c2cccc(Cl)c2Cl)cc1C#N,-1.6,0.01
O=C(Nc1ccc(F)cc1)C1CCCCC1,1.2,2.87
O=C(O)C(Cc1ccccc1)NC(=O)C(c1ccccc1)c1ccccc1 (stereo not given),-1.0,-0.17
Cc1ccc(C)c(N2CC(C(=O)O)CC2=O)c1 (stereo not given),-1.4,1.89
O=C1CCC(CCC(=O)N2CCCC(C(=O)c3ccc4c5c(cccc35)CC4)C2)=NN1 (stereo not given),0.2,0.22
CCOC(=O)c1ccc(NC(=O)CSc2nc(C)cc(=O)[nH]2)cc1,-0.1,-0.31
CCCOc1ccc(C(=O)N/N=C/c2ccc(-c3ccc(S(=O)(=O)Nc4ncccn4)cc3)o2)cc1,-1.8,-0.39
CCc1ccc(S(=O)(=O)Nc2ccc(N3CCN(C)CC3)cc2)cc1,-4.3,-2.77
COc1ccc(C2=NN(C(=O)CN3CCCCC3)C(c3ccc(C)cc3)C2)cc1 (stereo not given),0.7,-1.61
CSc1ccc(C2C(C#N)=C(N)Oc3cc4c(cc32)OCO4)cc1 (stereo not given),-0.6,-0.29
CCCCOP(=O)(c1ccc(N(C)C)cc1)C(O)c1cccnc1 (stereo not given),-0.3,-1.39
Cc1ccc(NC(=O)C2CCN(C(=O)c3ccco3)CC2)cc1C,-1.4,-0.32
C[C@H]1CN=C(N(C)C)N1CCc1ccccc1,-0.2,.
CCCCC(c1nnnn1CCOC)N1CCN(c2cccc(OC)c2)CC1 (stereo not given),.,0.03
NC(=O)NC(=O)COC(=O)c1ccccc1Oc1ccccc1,0.5,0.01
CCn1c(SCC(=O)NCc2cccs2)nc2c1c(=O)n(C)c(=O)n2C,-1.8,0.25
O=C(NCc1ccco1)c1ccc(-c2ccc(Cl)cc2)o1,0.3,-1.13
COC(=O)c1ccc(Cl)c(NC(=O)CN2CCN(C)CC2)c1,.,1.08
COCCCNC(=O)c1ccc(S(=O)(=O)c2ccc(Cl)cc2)c(NC(C)=O)c1,-0.7,0.16
NS(=O)(=O)c1ccc(CCNC(=O)c2ccccc2[N+](=O)[O-])cc1,0.3,-0.08
Cc1nc2sc(C(c3ccco3)N3CCOCC3)c(O)n2n1 (stereo not given),-1.1,0.48
O=C(CC1S/C(=N/N=C2CCCCCC2)NC1=O)Nc1ccccc1F (stereo not given),.,0.01
O=c1cc(CN2CCN(c3cccc(Cl)c3)CC2)c2cc(O)c(-c3ccccc3)cc2o1,0.1,-0.93
O=S(=O)(Nc1nc2ccc(S(=O)(=O)N3CCCCC3)cc2s1)c1ccccc1,0.0,-0.66
Cc1cccc2sc(NC(=O)CSc3cn[nH]n3)nc12,-2.1,-1.8
COc1ccc(-c2csc(NC(=O)CSc3nnnn3C)n2)c(OC)c1,.,1.4
CC(C)(C)c1cccc(C2(O)C(=O)c3ccccc3C2=O)c1O,-1.3,-1.01
Cc1nc(-c2ccc(Cl)cc2)sc1C1(C)CC(c2ccccc2F)=NO1 (stereo not given),1.7,0.53
NC(=O)C1Cc2ccccc2CN1S(=O)(=O)c1cccs1 (stereo not given),-0.1,-0.82
CCN1C(=O)C(CC(=O)Nc2ccc(F)cc2)N(Cc2cccs2)C1=S (stereo not given),-1.8,-3.34
COC(=O)[C@]1(Cc2ccccc2)N[C@H](CN(C)C(=O)COc2ccccc2)[C@@H]2C(=O)N(Cc3ccccc3)C(=O)[C@@H]21,0.1,.
CC1=C(C(=O)OC2CCCCC2)C(c2ccccc2Br)NC(=O)N1 (stereo not given),0.2,0.09
CC(=O)O/N=C(\N)c1cnn2c(C(F)(F)F)cc(C(F)(F)F)nc12,-4.3,-0.47
CCOc1ccccc1NC(=O)C1CCN(S(=O)(=O)c2c(C)nn(C)c2C)CC1,-0.6,-0.6
COc1ccc(NC(=O)C2CCC(CNS(=O)(=O)c3cccs3)CC2)cc1OC (stereo not given),0.1,0.17
COc1ccc(NC(=S)NCCc2c[nH]c3ccccc23)cc1,0.4,-1.37
Cc1ccc(N(CC(=O)NC(C)c2ccccc2)S(=O)(=O)c2cccs2)cc1 (stereo not given),0.0,-1.44
CCC(=O)NNC(=O)Cc1c(C)n(C(=O)c2ccc(Cl)cc2)c2ccc(OC)cc12,-1.2,1.95
CS(=O)(=O)Nc1ccc(C(=O)NCc2ccccn2)cc1,-1.8,-0.5
COc1ccc(Cl)cc1NC(=O)N1CCN(CCc2ccccc2)CC1,-0.6,-1.49
COc1ccc(/C=N/NC(=O)CSc2n[nH]c(=O)[nH]c2=O)cc1,-0.1,-0.01
Cc1ccnc(SCC(=O)c2ccc(Br)cc2)c1C#N,0.5,0.7
CC(C)(C)C(=O)c1cn(CC(=O)O)c2ccccc12,-1.4,-1.09
O=[N+]([O-])c1nn(-c2ccc3c(c2)OCCO3)n(O)c1=Nc1ccccc1,-0.4,0.44
O=C(CCc1nnc(Cc2cccc(C(F)(F)F)c2)o1)NCC(F)(F)F,-0.7,0.02
COc1ccc(NC(=O)Cn2nnc(-c3ccccc3F)n2)cc1Cl,-0.9,-0.91
CCOC(=O)c1c(NC(=O)c2cccs2)sc(C(=O)N2CCOCC2)c1C,-0.9,0.9
CSc1nnc(Cc2sc(-c3ccccc3)nc2-c2ccccc2)o1,-26.0,0.11
O=C(Nc1nc2c(ccc3ccccc32)s1)c1cc([N+](=O)[O-])ccc1N1CCOCC1,-0.6,-2.03
Cc1ccc(CCNC(=O)C2CCCN(C(=O)c3cc4sccc4n3C)C2)cc1 (stereo not given),-1.2,-0.53
O=C(COC(=O)/C=C/c1ccccc1)NCCNC(=O)COC(=O)/C=C/c1ccccc1,-1.5,0.6
Cc1cccc(/C=C2\Sc3ccc(C(=O)N4CCC(C)CC4)cc3N(C)C2=O)c1,-1.8,0.8
Cc1cc(C(=O)Nc2cccc3ncccc23)no1,18.8,0.31
Cc1ccc(C)c(S(=O)(=O)N2CCN(CC(=O)Nc3ccc4c(c3)OCCO4)CC2)c1,-2.3,-0.14
COc1ccccc1Oc1ccc(N/C=C/C(=O)c2ccc(C)o2)cc1,-5.2,-0.86
COc1cc(/C=C2\SC(=S)N(CCC(=O)Nc3ccccc3)C2=O)cc(OC)c1OC,-0.5,1.9
Cc1ccc2c(C)c(C(=O)N(C)C(C)c3ccon3)oc2c1C (stereo not given),-0.3,-0.53
O=C(C[n+]1ccccc1)Nc1cc(C(F)(F)F)ccc1Cl,.,0.84
CCCCn1c(SCC(=O)N2CCOCC2)nnc1-c1cccs1,-0.3,0.29

# Five compounds from above, sorted by the value under Kir21 block, largest number first:
SMILES,STK33 inh,Kir21 block
COc1cc(/C=C2\SC(=S)N(CCC(=O)Nc3ccccc3)C2=O)cc(OC)c1OC,-0.5,1.9
Cc1cc(C(=O)Nc2cccc3ncccc23)no1,18.8,0.31
CCCCn1c(SCC(=O)N2CCOCC2)nnc1-c1cccs1,-0.3,0.29
CSc1nnc(Cc2sc(-c3ccccc3)nc2-c2ccccc2)o1,-26.0,0.11
Cc1ccc(CCNC(=O)C2CCCN(C(=O)c3cc4sccc4n3C)C2)cc1 (stereo not given),-1.2,-0.53

# Later entries:
SMILES,STK33 inh,Kir21 block
CCCc1nnc(SCC(=O)N2CCCC2)n1Cc1ccco1,-0.3,-0.64
Cn1cc(Br)c(C(=O)NNC(=O)c2cccc(Br)c2)n1,-0.4,-2.61
Cc1cc(N=Cc2cc(Cl)ccc2O)no1,-1.3,0.61
N/C(=N\OC(=O)c1ccc(Cl)cc1Cl)c1ccncc1,-0.6,0.04
O=C1C(=O)N(Cc2cccnc2)C(c2cccc([N+](=O)[O-])c2)/C1=C(/O)c1ccc2c(c1)OCO2 (stereo not given),0.1,2.94
C/C(=N\NC(=S)Nc1ccccc1C)c1cc2ccccc2o1,0.0,-2.05
Cc1ccc(CCNC(=O)CN2C(=O)COc3ccc(S(=O)(=O)N4CCOCC4)cc32)cc1,0.1,-1.12
Cn1c(-c2ccccc2)c(C=O)c2ccccc21,1.0,-0.01
O=C(CO/N=C/c1ccccc1OC(F)F)NCc1cccs1,-3.8,-1.1
Cn1cccc1C(=O)OCC(=O)NC1CCS(=O)(=O)C1 (stereo not given),-2.9,0.78
COc1cccc(CC2(CO)CCCN(Cc3ccc(-c4ccco4)cc3)C2)c1 (stereo not given),0.3,-0.22
CCOc1ccccc1OCCCC(=O)NNC(=O)c1nn(C)c(=O)c2ccccc12,-0.9,.
COc1ccccc1NC(=O)c1ccc2nc(N3C(=O)CCC3=O)sc2c1,2.3,-1.12
COc1ccc(N(C)S(=O)(=O)c2c(C)[nH]c(=O)[nH]c2=O)cc1,-3.1,-0.23
O=C(CSc1nc(C(F)(F)F)cc(=O)[nH]1)Nc1ccc2c(c1)OCCO2,0.5,-1.06
N#CCCN(C(=O)COC(=O)CNS(=O)(=O)c1ccc2ccccc2c1)c1ccccc1,-0.5,.
CCOCCn1c(CN2CCN(CC)CC2)nc2c1c(=O)n(C)c(=O)n2C,-1.6,1.7
COc1cc(O)c(C(CC(=O)N2CCOCC2)c2cc(OC)c(OC)c(OC)c2)c(OC)c1 (stereo not given),.,-0.57

# Source: PubChem BioAssay
